Compound activity deposited in PubChem by several laboratories.
N-glyco inh = blocks N-linked glycosylation in D54 reporter cells; 0.23% of 360,000 active; D54 ERlucT glycosylation luciferase reporter, 24 h; percent of 100 nM tunicamycin response; reporter increase, % at 12.5 µM;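 active = mean luciferase reporter signal, scaled so untreated is 0 and the glycosylation-blocking control 100, at or above a set limit in every replicate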;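 note: luciferase carries N-glycosylation sites so blocking glycosylation raises the light; 0% = median of neutral control wells and 100% = median of 100 nM tunicamycin wells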
Vif inh = blocks HIV Vif function. inhibition, % at 7.49 µM. AID 602346. 0.35% of 340,000 active. HEK293T cells, Vif self-association by quenched fluorescence, imaging, 24 h; in the data active = inhibition above about 50%, passing the limit was not always enough; note: some results filed as inactive read as strong as hits
CaV13 ICDI inh = Primary screen for inhibitors of IQ motif and Ca2+-dependent inactivation inhibitor domain binding in CACNA1D, Förster resonance energy transfer in living cells, …; HEK cells, CFP/YFP FRET ICDI-IQ, plate reader, 10 min; percent FRET-ratio fall versus neutral wells; AID 743397; inhibition, % at 12.3 µM; 0.098% of 340,000 active;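 active = mean replicate inhibition of at least 30% and at least 1% of replicates passing that level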;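 note: 0% = median of the neutral control wells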
PDI inh = PDI (human) enzyme inhibition. P07237. PDI insulin aggregation turbidity, A650, 90 min. inhibition, % at 10 µM. 0.052% of 350,000 active;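 active = mean inhibition across replicates of 30% or more, whatever share of single replicates reach that level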;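 note: absorbance from insulin aggregation driven by PDI reduction with DTT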
Target sequence (P07237 whole entry, looked up): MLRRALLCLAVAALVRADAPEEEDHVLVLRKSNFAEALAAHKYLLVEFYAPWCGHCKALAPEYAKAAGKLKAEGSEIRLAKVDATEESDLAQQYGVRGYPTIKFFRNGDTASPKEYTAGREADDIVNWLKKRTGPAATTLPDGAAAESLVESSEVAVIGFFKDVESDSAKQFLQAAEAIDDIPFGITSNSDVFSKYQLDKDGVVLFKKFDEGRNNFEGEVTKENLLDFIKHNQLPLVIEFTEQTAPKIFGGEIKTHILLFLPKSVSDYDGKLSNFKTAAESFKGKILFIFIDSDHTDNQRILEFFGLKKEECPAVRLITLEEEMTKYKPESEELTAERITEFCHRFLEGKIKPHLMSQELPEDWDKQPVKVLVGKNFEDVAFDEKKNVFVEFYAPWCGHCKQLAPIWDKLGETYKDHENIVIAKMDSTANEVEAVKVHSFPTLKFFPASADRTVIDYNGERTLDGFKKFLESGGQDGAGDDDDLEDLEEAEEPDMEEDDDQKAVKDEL
iPSC survival up = enhancers of human iPSC single-cell survival; hiPSC single-cell survival, ATPlite luminescence; 100% = ROCK inhibitor wells, 0% = DMSO; survival enhancement, % at 20 µM; 0.044% of 360,000 active; AID 602274; in the data active = survival enhancement above about 18%;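 note: cells exposed to compounds for 16 hours before the ATP read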
HTR2A ag = mouse HTR2A agonism via beta-arrestin recruitment. CHO-K1 mHTR2A beta-arrestin complementation, luminescence; percent of 30 µM serotonin response. 0.66% of 360,000 active. P35363. activation, % at 7.6 µM;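 active = activation above a run cutoff, the mean activation of all tested compounds plus 3 SD, cut at about 14% in these data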;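 note: 0% = plate median of compound wells and 100% = 30 µM serotonin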
Target sequence (P35363 whole entry, looked up): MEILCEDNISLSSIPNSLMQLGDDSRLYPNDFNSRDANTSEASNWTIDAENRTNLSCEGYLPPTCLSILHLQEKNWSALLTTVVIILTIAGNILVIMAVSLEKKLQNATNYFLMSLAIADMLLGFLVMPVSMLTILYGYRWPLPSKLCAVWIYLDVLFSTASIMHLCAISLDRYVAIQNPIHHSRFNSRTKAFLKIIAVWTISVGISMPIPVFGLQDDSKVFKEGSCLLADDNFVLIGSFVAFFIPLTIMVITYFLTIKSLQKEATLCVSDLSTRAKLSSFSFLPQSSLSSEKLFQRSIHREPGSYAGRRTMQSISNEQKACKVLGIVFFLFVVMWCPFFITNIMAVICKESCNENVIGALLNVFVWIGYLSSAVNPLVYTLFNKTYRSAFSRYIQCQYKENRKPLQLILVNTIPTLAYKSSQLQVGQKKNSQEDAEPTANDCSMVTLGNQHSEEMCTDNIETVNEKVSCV
aDG glyco up = increases alpha dystroglycan glycosylation; Pro5-aDG cells, alpha-DG glycosylation AlphaScreen (IIH6); 0% Pro5, 100% B10-LARGE cell signal; activation, % at 10 µM; 0.22% of 360,000 active;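 active = activation of at least 8% versus controls, or a plate z-score of at least 8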;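 note: Pro5 are CHO cells carrying HIG-tagged alpha-DG that lacks glycosylation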
Granule exo inh = lytic granule exocytosis inhibition; TALL-104 LAMP-1 surface exposure, flow cytometry; cells stimulated with thapsigargin and PMA; inhibition, % at 10 µM; 0.66% of 360,000 active;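 active = inhibition above about 55%, limit read from the data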
ABCB6 inh 2 = human ABCB6 transporter inhibition | 0.19% of 360,000 active | AID 602162 | fluorescence ratio to DMSO, % at 10 µM | K562-ABCB6 porphyrin accumulation, flow cytometry, 1 h; hits give low values | Q9NP58;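 active = fluorescence ratio to DMSO below 75%, the collection mean minus 3 SD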;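 note: signal is porphyrin accumulated inside mitochondria; 100% equals median channel fluorescence of DMSO control wells; lower ratio means ABCB6 inhibition with less porphyrin fluorescence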
Cardio protect = myocardial damage modulation in H9c2 cells; H9c2 cardiomyocytes, H2O2 injury protection, ATPLite, 2 h; protection from H2O2 cell death, % at 20 µM; 0.63% of 360,000 active; AID 588492;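 active = compounds giving at least 50% protection of heart cells from peroxide-induced death in the single-dose screen, raw or plate-pattern-corrected value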;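 note: 0% = DMSO wells with peroxide and 100% = DMSO wells without peroxide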
Starred values were filed as active, the others as inactive; . = not tested or not shown; & = joins results of further samples; ! = a repeat was not active.

#1 CCCCNC(=O)C1(C)CCN1Cc1ccc(C(=O)OCC)cc1 (centres undefined)
#2 COc1cc(C2C(C#N)=C(N)N(N(C)C)C3=C2C(=O)CC(C)(C)C3)cc(OC)c1OC (centres undefined)
#3 CC1(OC(=O)C2CCCC2)C(=O)C=C2C=C(c3ccc(C#N)cc3)OC=C2C1=O (centres undefined)
#4 COCCCn1c(=O)/c(=C\c2ccccc2OC(F)F)s/c1=C(/C#N)C(=O)NCCOC
#5 CCN(CC)S(=O)(=O)c1ccc(-c2nnc(SCC(=O)Nc3ccc(OC)c(OC)c3)o2)cc1
#6 O=C(COC(=O)c1ccc(Br)cc1)NCCN1C(=O)CSC1=O
#7 Cc1ccc(CSC2=NCCN2S(=O)(=O)c2ccc(F)cc2)cc1
#8 COCC1CCCCN1C(=O)CCCn1nnnc1CN1CCC(C)CC1 (centres undefined)
assay / entry | 1 | 2 | 3 | 4 | 5 | 6 | 7 | 8
N-glyco inh | 0 | -1 | 0 | 3 | 1 | 3 | 1 | 0
Vif inh | -7 | -3 | -5 | 4 | -12 | -2 | -5 | -3
CaV13 ICDI inh | -6 | -18 | -11 | -19 | -6 | -1 | -5 | -2
PDI inh | -1 | 3 | 4 | 2 | 2 | 5 | 17 | 5
iPSC survival up | -1.4 | 2.1 | -0.2 | -0.3 | -1.5 | -0.4 | -0.5 | 1.6
HTR2A ag | 0 | -1 | 4 | 3 | 2 | -1 | 5 | 0
aDG glyco up | 0.0 | 0.0 | 0.3 | -0.1 | -0.1 | -0.1 | 0.3 | -0.3
Granule exo inh | -3 | 5 | -4 | 0 | 34 | -1 | -18 | 1
ABCB6 inh 2 | 102 | 98 | 99 | 101 | 101 | 94 | 99 | 93
Cardio protect | -8 | 1 | 9 | 3 | -4 | -4 | -5 | 5

#9 CC(C)(C)NC(=O)CSc1nnc(C2CC2)n1Cc1ccccc1
#10 CC(=O)Nc1ccc(S(=O)(=O)N2CCC(C(=O)NCCC(=O)NCc3ccncc3)CC2)cc1
#11 CCOCC(=O)OCC(=O)NC12CC3CC(CC(C3)C1)C2
#12 Cn1c(=O)[nH]c(=O)c2c1nc(Br)n2C/C=N/NC(=O)c1ccccc1
#13 O=C(N/N=C/c1cc([N+](=O)[O-])ccc1O)c1cccc(N2CCCC2=O)c1
#14 CCOC(=O)c1c(NC(=S)NNS(=O)(=O)c2ccc(Br)cc2)sc2c1CCCCC2
#15 CC1=C(C(=O)N(C)C)CC(CC(=O)NC2CCCC2)C(=O)N1Cc1ccccc1 (centres undefined)
#16 Cn1ncc(Cl)c1C(=O)NCc1cc(C(C)(C)C)n[nH]1
assay / entry | 9 | 10 | 11 | 12 | 13 | 14 | 15 | 16
N-glyco inh | 0 | 0 | 1 | 1 | 3 | 1 | 1 | 0
Vif inh | 3 | -7 | 10 | 4 | 12 | 5 | 2 | 12
CaV13 ICDI inh | . | -8 | -8 | -5 | -6 | -7 | -6 | -14
PDI inh | 13 | -3 | -6 | -1 | -8 | 6 | -3 | 4
iPSC survival up | -0.3 | 0.1 | 2.0 | 0.7 | -0.4 | -0.5 | -1.8 | -1.7
HTR2A ag | 2 | 4 | -6 | -2 | -23 | 3 | -3 | -1
aDG glyco up | -0.4 | 0.1 | 0.0 | 0.1 | 0.6 | -0.2 | 0.1 | 0.1
Granule exo inh | 0 | -5 | 2 | 14 | 12 | 0 | -1 | 0
ABCB6 inh 2 | 90 | 104 | 99 | 98 | 94 | 97 | 105 | 87
Cardio protect | -6 | 0 | -2 | 1 | 39 | -16 | -5 | -6

#17 Cc1oc(S(=O)(=O)N2CCCCC2)cc1NC(=O)Nc1ccccc1
#18 COc1cccc(C(=O)N2CCN(Cc3cccc(F)c3)CC2)c1
#19 OCCN1CCN(CC(O)COc2ccc(C34CC5CC(CC(C5)C3)C4)cc2)CC1 (centres undefined)
#20 COc1ccc2c(c1OC)C(C1c3c(cc4c(c3OC)OCO4)CCN1C)OC2=O (centres undefined)
#21 O=S(=O)(c1ccc(Cl)cc1)c1nc(-c2ccco2)oc1N1CCOCC1
#22 CC(=O)NC(=S)Nc1cccc2c(C)cc(C)nc12
#23 Cc1ccnc(NS(=O)(=O)c2cc(-c3cc(C)no3)ccc2C(C)C)c1
#24 COc1ccc(-c2cc(=O)oc3cc(OC(C)C(=O)NCc4ccccn4)ccc23)cc1 (centres undefined)
assay / entry | 17 | 18 | 19 | 20 | 21 | 22 | 23 | 24
N-glyco inh | -2 | -3 | -8 | 5 | 0 | 4 | 1 | -5
Vif inh | 12 | -4 | -2 | 19 | 13 | 4 | -5 | -4
CaV13 ICDI inh | -15 | -5 | 1 | . | -5 | -5 | -4 | .
PDI inh | 1 | 5 | -1 | -9 | 2 | -3 | 4 | .
iPSC survival up | 1.5 | -1.0 | -0.4 | 0.1 | 1.3 | 1.0 | 0.0 | -2.6
HTR2A ag | -2 | -3 | -10 | -1 | -3 | 1 | -3 | 1
aDG glyco up | 0.0 | 0.0 | -0.3 | 0.0 | -0.1 | -0.1 | -0.1 | -0.1
Granule exo inh | 0 | 1 | 72* | 0 | -14 | -7 | -3 | -1
ABCB6 inh 2 | 102 | 103 | 100 | 97 | 91 | 106 | 99 | 96
Cardio protect | 4 | 5 | -14 | 13 | -2 | -4 | 15 | 0

#25 CS(=O)(=O)N1CCCC(C(=O)NCCCN2CCc3ccccc3C2)C1 (centres undefined)
#26 Fc1ccc(-n2c(CN3CCCCC3)n[nH]c2=S)cc1
#27 O=C(C1CC(=O)N(c2ccccc2)C1)N1CCN(C2=NS(=O)(=O)c3ccccc32)CC1 (centres undefined)
#28 CCCCC1S/C(=N/N=C/c2cccs2)NC1=O (centres undefined)
#29 CS(=O)(=O)N1N=C(c2cccs2)CC1c1ccco1 (centres undefined)
#30 CCN1CCN(Cc2ccc(NC(=O)c3cc(NC(=O)C(=O)c4c[nH]c5ccccc45)cc(OC)c3)cc2C(F)(F)F)CC1
#31 C[C@@H]1CN([C@H](C)CO)C(=O)c2c(c3ccccc3n2C)-c2ccccc2CO[C@H]1CN(C)C(=O)CCC(F)(F)F
#32 Cc1c(C(=O)NCc2ccc3c(c2)OCCO3)sc(=O)n1Cc1ccccc1C(F)(F)F
assay / entry | 25 | 26 | 27 | 28 | 29 | 30 | 31 | 32
N-glyco inh | -1 | 2 | 0 | 3 | 0 | -12&-15 | 3 | -2
Vif inh | -5 | 3 | . | -1 | -6 | 1&-4 | 3 | 2
CaV13 ICDI inh | . | 11 | . | -2 | -3 | -5 | -7 | 11
PDI inh | 3 | 3 | -16 | -9 | 11 | 9&-7 | 14 | 4
iPSC survival up | 1.9 | -0.7 | -2.7 | 4.0 | -0.1 | -4.4&-4.6 | 12 | -0.9
HTR2A ag | 0 | 5 | 1 | -1 | 1 | -8&-9 | 0 | 2
aDG glyco up | 0.0 | 0.1 | 0.0 | -0.2 | 3.0 | -0.6&-0.9 | 0.0 | 0.1
Granule exo inh | -3 | -3 | -1 | -2 | -2 | 56*! | 0 | 5
ABCB6 inh 2 | 94 | 97 | 95 | 91 | 101 | 94&98 | 97 | 100
Cardio protect | 8 | 0 | -3 | 6 | 7 | -26&-20 | 5 | 0

#33 CC(=O)N1CCCc2ccc(NS(=O)(=O)c3ccccc3)cc21
#34 Cc1ccc(C2NCCS2)cc1 (centres undefined)
#35 Cc1ccc(C(=O)NCCn2cc(SCC(=O)N3CCOCC3)c3ccccc32)cc1
#36 Cc1ccccc1CCN(CC(=O)NCc1ccc(F)cc1)C(=O)c1csnn1
#37 COc1ccc(N(C(=O)Cn2nnc(-c3ccc(Cl)cc3)n2)C(C(=O)NCC2CCCO2)c2ccc(C)cc2)cc1 (centres undefined)
#38 O=C(NCc1ccccc1)Oc1cccc(Cl)c1
#39 O=c1cccc(-c2ccc(Br)cc2)o1
#40 CCOC(=O)c1c(/N=C/c2cccc(C)c2O)sc2c1CCN(C)C2
assay / entry | 33 | 34 | 35 | 36 | 37 | 38 | 39 | 40
N-glyco inh | 3 | 3 | -4 | -2 | 15 | 1 | 0 | -1
Vif inh | -8 | 16 | -2 | 13 | 29 | -6 | 7 | -3
CaV13 ICDI inh | -6 | -4 | -6 | -3 | -4 | -6 | -5 | .
PDI inh | -3 | 7 | . | 3 | -4 | -2 | 16 | 3
iPSC survival up | -0.3 | -0.2 | -0.1 | -0.6 | 1.9 | -1.9 | 0.9 | 1.1
HTR2A ag | 3 | 3 | -3 | 6 | -1 | 2 | -5 | -4
aDG glyco up | 0.3 | 0.1 | 0.2 | -0.1 | -0.4 | 0.2 | 0.0 | -0.1
Granule exo inh | 43 | -8 | 1 | -4 | 1 | 5 | -1 | 19
ABCB6 inh 2 | 102 | 99 | 90 | 91 | 95 | 94 | 97 | 101
Cardio protect | -11 | -2 | -1 | -4 | 1 | 1 | -6 | 42

Complete entries from above. Values in the order: N-glyco inh, Vif inh, CaV13 ICDI inh, PDI inh, iPSC survival up, HTR2A ag, aDG glyco up, Granule exo inh, ABCB6 inh 2, Cardio protect
CC(=O)N1CCCc2ccc(NS(=O)(=O)c3ccccc3)cc21 across the screens: 3, -8, -6, -3, -0.3, 3, 0.3, 43, 102, -11
CCOC(=O)c1c(/N=C/c2cccc(C)c2O)sc2c1CCN(C)C2 across the screens: -1, -3, ., 3, 1.1, -4, -0.1, 19, 101, 42
Cc1ccc(C(=O)NCCn2cc(SCC(=O)N3CCOCC3)c3ccccc32)cc1 across the screens: -4, -2, -6, ., -0.1, -3, 0.2, 1, 90, -1
COc1ccc(N(C(=O)Cn2nnc(-c3ccc(Cl)cc3)n2)C(C(=O)NCC2CCCO2)c2ccc(C)cc2)cc1 (centres undefined) across the screens: 15, 29, -4, -4, 1.9, -1, -0.4, 1, 95, 1

(continued)
#41 O=c1oc2ccccc2c(=O)c2ccccc12
#42 O=C(NCCc1nc2ccccc2[nH]1)c1ccc(F)cc1
#43 O=C1NC(=Nc2ccccc2)S/C1=C/c1cccs1
#44 CC1C(=O)OC2C1CCC1(C)C3(C)C(=O)C=CC213 (centres undefined)
#45 O=C(CS(=O)(=O)Cc1ccccc1)N1CCN(c2cccc(C(F)(F)F)c2)CC1
#46 O=C(Nc1ccc(Oc2cccnc2)cc1)C1CCN(Cc2cccc(Cl)c2)CC1
#47 N=c1n(Cc2ccccc2)c2ccccc2n1Cc1ccccc1
#48 CCOc1ccc2[nH]cc(C(=O)N3CCN(CC)CC3)c(=O)c2c1
#49 O=C(Nc1nnc(CCN2CCCCC2)s1)c1cccc(Cl)c1
#50 CC(=O)O/N=C/c1c(Cl)n(C)c2ccccc12
assay / entry | 41 | 42 | 43 | 44 | 45 | 46 | 47 | 48 | 49 | 50
N-glyco inh | 1 | 0 | 4 | -10 | -2 | 0 | -4 | 0 | -1 | -4
Vif inh | -1 | 5 | -1 | -8 | -8 | -2 | 8 | -2 | 4 | 2
CaV13 ICDI inh | -6 | -8 | -7 | . | -3 | -8 | -5 | -6 | -4 | -5
PDI inh | -6 | -3 | 1 | . | 3 | 8 | 0 | 3 | 13 | 7
iPSC survival up | -2.6 | -0.1 | 2.7 | -1.5 | 3.1 | -0.2 | -3.2 | -0.5 | 0.4 | 0.3
HTR2A ag | -3 | 6 | 3 | 13 | 3 | -1 | -7 | -3 | -4 | 2
aDG glyco up | -0.2 | 0.0 | 0.6 | 0.2 | -0.1 | 0.7 | 1.3 | 0.3 | 0.1 | 0.8
Granule exo inh | 8 | 1 | -16 | 2 | 3 | 3 | 0 | 1 | -2 | 2
ABCB6 inh 2 | 97 | 101 | 113 | 106 | 99 | 98 | 100 | 99 | 99 | 92
Cardio protect | 0 | 10 | -12 | -2 | -4 | 3 | -9 | -9 | 2 | 9
